LMPTP inh – LMPTP phosphatase inhibitors, primary screen, biochemical, fluorescence intensity, uHTS; actives 0.22% (n = 360,000); AID 651560, 2012; inhibition, % at 20 µM; recombinant LMPTP-A, OMFP fluorogenic substrate; Low molecular weight phosphotyrosine protein phosphatase (Homo sapiens), P24666;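 active = compounds that cut the enzyme signal by at least half of the control window in the single-dose screen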;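 also: plate controls were DMSO wells with enzyme plus substrate for no effect and substrate without enzyme for full effect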
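Test system: LMPTP-A phosphatase enzyme; input: 0.625 nM LMPTP-A final; reagent: OMFP substrate, 400 µM final; compound dosing: 20 µM single dose, 3% DMSO; incubation: 50 min dark incubation at room temperature; measured by: endpoint fluorescence intensity from OMFP dephosphorylation; measure: % inhibition relative to no-enzyme and uninhibited control wells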
SUMO1 PPI mod – modulators of SUMO1 protein-protein interactions, primary screen, biochemical, uHTS; Small ubiquitin-related modifier 1 (Homo sapiens), P63165; SUMO1 binding to a labelled peptide, TR-FRET, 1 h; inhibition, % at 20 µM; actives 0.33% (n = 360,000); AID 602429, 2012; in the data active = inhibition above about 37%
NadD inh – inhibitors of S. aureus NadD, primary screen, biochemical, colorimetric, uHTS; Nicotinate-nucleotide adenylyltransferase NadD (Staphylococcus aureus N315); inhibition, % at 20 µM; actives 0.78% (n = 360,000); purified NadD enzyme, colorimetric absorbance read-out; in the data active = inhibition above about 26%; also: some compounds past the cut are filed as inactive
Neddylation inh – inhibitors of cullin neddylation, primary screen, biochemical, TR-FRET, uHTS, NAE and Ubc12. calls only at 25 µM. actives 0.58% (n = 360,000). AID 651699, 2012; in the data active = inhibition above about 36%
Tb MetRS inh – T. brucei MetRS inhibitors, primary screen, biochemical, luminescence. methionyl-tRNA synthetase (Trypanosoma brucei brucei). purified T. brucei MetRS, ATP depletion, Kinase-Glo luminescence. inhibition, % at 11.9 µM. actives 0.4% (n = 360,000). AID 624268, 2012;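 active = inhibition above a per-plate cutoff of the control wells' mean inhibition plus 3 SD, cut at about 5.5% in these data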;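 also: 0% = DMSO wells median and 100% = median of wells with control inhibitor compound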
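Material: T. brucei methionyl-tRNA synthetase, purified; reagent: substrates ATP, L-methionine and bulk Escherichia coli tRNA; dosing: 11.9 µM single point; timing: 15 min plus 2 h at 25 °C; detection: luminescence of leftover ATP; evaluation: % inhibition; control set: DMSO-only wells as low control; replicates: singlicate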
Scp-1 inhibitor – Scp-1 phosphatase inhibitors, primary screen, biochemical, colorimetric, uHTS | Carboxy-terminal domain RNA polymerase II polypeptide A small phosphatase 1 (Homo … | Recombinant Scp1, phosphopeptide, malachite green phosphate absorbance | inhibition, % at 20 µM | actives 0.88% (n = 340,000);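 active = inhibition above about 50% at 20 µM, limit read from the data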;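 also: plate controls were DMSO wells with enzyme for no effect and wells lacking enzyme for full effect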
Target sequence (Q9GZU7 76-261 limits assumed): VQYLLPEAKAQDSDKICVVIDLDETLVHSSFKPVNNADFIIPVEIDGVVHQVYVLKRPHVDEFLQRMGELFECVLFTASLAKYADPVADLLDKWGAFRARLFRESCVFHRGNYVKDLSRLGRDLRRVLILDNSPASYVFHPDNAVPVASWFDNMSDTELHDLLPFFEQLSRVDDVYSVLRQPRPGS
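Test system: SCP-1 phosphatase catalytic domain, residues 76-261; measured by: colorimetric phosphate reagent with accelerator and stabiliser, absorbance at 630 nm; timing: enzyme reaction 45 min at room temperature, colour 5 min, stabilisation 30 min; also added: Phosphorylated 17-residue peptide substrate; compound dosing: one concentration, 20 µM, with 1.0% DMSO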
DNMT1 block – human DNMT1 methyltransferase inhibitors, primary screen, biochemical, molecular beacon, fluorescence, HinP1I cleavage, uHTS; AID 588458, 2011; DNA (cytosine-5)-methyltransferase 1 (Homo sapiens), P26358; inhibition (reported as % activation of signal), % at 10 µM; actives 0.83% (n = 360,000); in the data active = inhibition above about 50%
STEP block – STEP phosphatase inhibitors, primary screen, biochemical, fluorescence intensity, uHTS; Tyrosine-protein phosphatase non-receptor type 5 (Homo sapiens), P54829; recombinant STEP, OMFP fluorogenic substrate; inhibition, % at 20 µM; actives 0.25% (n = 360,000);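 active = inhibition at 20 µM, scaled per plate between control wells, above about 37%, limit read from the data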;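 also: 0% = DMSO with enzyme and substrate and 100% = substrate only without enzyme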
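System: STEP phosphatase, cell-free reaction; Buffer or medium: Bis-Tris pH 6.0 buffer with DTT, detergent; Incubation: 20 min at room temperature, dark; Measured by: fluorescence, 480/540 nm.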
CendR NRP1 mod – modulators of CendR peptide binding to NRP-1, primary screen, biochemical, fluorescence polarization, uHTS. FAM-RPARPAR peptide binding to NRP-1. inhibition, % at 25 µM. actives 0.85% (n = 360,000). AID 602438, 2012;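 active = inhibition or corrected inhibition above about 18%, plus a signal ratio from 0.5 to 1.5, limit read from the data, passing the limit was not always enough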; also: strong numbers were not always called active
Target sequence (O14786 whole entry, looked up): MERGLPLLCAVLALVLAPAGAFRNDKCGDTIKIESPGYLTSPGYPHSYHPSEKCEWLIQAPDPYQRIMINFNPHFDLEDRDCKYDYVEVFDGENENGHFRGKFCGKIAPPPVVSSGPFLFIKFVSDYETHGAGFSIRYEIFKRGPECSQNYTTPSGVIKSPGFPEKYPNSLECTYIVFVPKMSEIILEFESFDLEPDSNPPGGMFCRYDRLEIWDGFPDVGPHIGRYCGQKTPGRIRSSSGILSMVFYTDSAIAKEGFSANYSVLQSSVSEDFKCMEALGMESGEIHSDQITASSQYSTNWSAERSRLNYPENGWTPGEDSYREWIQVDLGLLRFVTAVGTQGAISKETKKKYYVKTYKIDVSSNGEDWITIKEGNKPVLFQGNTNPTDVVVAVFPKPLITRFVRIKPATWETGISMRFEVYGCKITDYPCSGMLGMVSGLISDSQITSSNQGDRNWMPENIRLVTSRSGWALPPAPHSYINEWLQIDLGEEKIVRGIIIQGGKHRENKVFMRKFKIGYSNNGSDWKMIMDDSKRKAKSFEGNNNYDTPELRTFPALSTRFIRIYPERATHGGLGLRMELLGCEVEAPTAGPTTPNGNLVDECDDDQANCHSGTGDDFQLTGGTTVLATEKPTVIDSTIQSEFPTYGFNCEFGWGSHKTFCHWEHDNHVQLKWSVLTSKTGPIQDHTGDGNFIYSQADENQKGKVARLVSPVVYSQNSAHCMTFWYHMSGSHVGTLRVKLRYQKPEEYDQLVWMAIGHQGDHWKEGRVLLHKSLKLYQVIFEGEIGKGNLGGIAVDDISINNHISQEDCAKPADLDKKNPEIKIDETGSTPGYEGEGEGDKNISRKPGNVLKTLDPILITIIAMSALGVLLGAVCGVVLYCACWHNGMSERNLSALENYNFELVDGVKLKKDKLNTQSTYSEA
SKN-1 inh – suppressors of acrylamide-induced Pgst-4::GFP reporter in worms, primary screen, SKN-1 inhibitor project, whole organism, uHTS, GFP/RFP fluorescence ratio, strain VP596. AID 624304, 2012. actives 0.49% (n = 360,000). inhibition, % at 21.8 µM. C. elegans VP596 Pgst-4::GFP/RFP ratio, 24 h;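 active = interference check ratio from 0.5 to 1.5 plus GFP to RFP signal ratio inhibition reaching or exceeding a fixed threshold, cut at about 30% in these data, passing the limit was not always enough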; also: some compounds called inactive have numbers as strong as hits
The depositor's hits bear a star; & = joins results of further samples.

`COc1cccc2c(=O)n(CC(=O)N3CCCCC3)ccc12` gave LMPTP inh -2.5, SUMO1 PPI mod 3, NadD inh -5, Neddylation inh inactive, Tb MetRS inh -0.6, Scp-1 inhibitor -12, DNMT1 block 0, STEP block -2, CendR NRP1 mod 4 and SKN-1 inh 0.
Cc1ccc(C(=O)OCC(=O)N2C(C)CCCC2C)cc1S(=O)(=O)N1CCOCC1 (stereo unspecified) was read as LMPTP inh 0.1, SUMO1 PPI mod 2, NadD inh 0, Neddylation inh inactive, Tb MetRS inh -0.8, Scp-1 inhibitor 3, DNMT1 block 5, STEP block 1, CendR NRP1 mod -1 and SKN-1 inh -8.
For Cc1cc(NN)nc(NS(=O)(=O)c2ccccc2Cl)n1 the results were LMPTP inh -1.9, SUMO1 PPI mod 3, NadD inh -9, Neddylation inh inactive, Tb MetRS inh 0.4, Scp-1 inhibitor -13, DNMT1 block -3, STEP block -1, CendR NRP1 mod 10 and SKN-1 inh 5.
Screening CC(C)OC(=O)c1cccc(C(=O)OCc2ccco2)n1 returned LMPTP inh -0.2, SUMO1 PPI mod -1, NadD inh -2, Neddylation inh inactive, Tb MetRS inh -0.8, Scp-1 inhibitor 5, DNMT1 block 4, STEP block -3, CendR NRP1 mod 0 and SKN-1 inh 1.
For COc1ccc(/C=C2\SC(=N)N(c3nccs3)C2=O)cc1OC the results were LMPTP inh 1.4, SUMO1 PPI mod 9, NadD inh 14, Neddylation inh inactive, Tb MetRS inh -0.5, Scp-1 inhibitor -3, DNMT1 block 0, STEP block -3, CendR NRP1 mod -36 and SKN-1 inh 5.
Screening Cc1onc(-c2ccccc2)c1C(=O)OCC(=O)N(CC(C)C)c1c(N)n(Cc2ccccc2)c(=O)[nH]c1=O returned LMPTP inh -0.4, SUMO1 PPI mod -1, NadD inh 6, Neddylation inh inactive, Tb MetRS inh -0.3, Scp-1 inhibitor 2, DNMT1 block -2, STEP block -2, CendR NRP1 mod 0 and SKN-1 inh 8.
`COc1ccc(N=Nc2nc3ccc(Br)cc3n2C)cc1` gave LMPTP inh -2.5, SUMO1 PPI mod -24, NadD inh 7, Neddylation inh inactive, Tb MetRS inh 0.3, Scp-1 inhibitor -2, DNMT1 block 18, STEP block -7, CendR NRP1 mod 84 and SKN-1 inh -63.
`Cn1c(=O)c2c(O)c(C=NCc3ccccc3)c(=O)n(C)c2n(C)c1=O` gave LMPTP inh -2.7, SUMO1 PPI mod -1, NadD inh -2, Neddylation inh inactive, Tb MetRS inh 0.1, Scp-1 inhibitor -1, DNMT1 block 9, STEP block 1, CendR NRP1 mod 13 and SKN-1 inh 2.
Screening O=C1CSC(=Nc2ccc(Cl)cc2)N1Cc1ccco1 returned LMPTP inh 1.3, SUMO1 PPI mod 1, NadD inh -3, Neddylation inh inactive, Tb MetRS inh -0.3, Scp-1 inhibitor -10, DNMT1 block 0, STEP block -1, CendR NRP1 mod -2 and SKN-1 inh -4.
`Cc1cc(=O)n2nc(N3CCCC(C(=O)NCc4cccc(Br)c4)C3)sc2n1` (stereo unspecified) gave LMPTP inh 0.6, SUMO1 PPI mod -1, NadD inh 6, Neddylation inh inactive, Tb MetRS inh 0.4, Scp-1 inhibitor -5, DNMT1 block 0, STEP block -1, CendR NRP1 mod 3 and SKN-1 inh 5.
For CC1CCc2sc(C(=O)NCC(c3ccco3)N3CCCCC3)cc2C1 (stereo unspecified) the results were LMPTP inh -0.2, SUMO1 PPI mod 2, NadD inh -2, Neddylation inh inactive, Tb MetRS inh -0.2, Scp-1 inhibitor -8, DNMT1 block -2, STEP block -2, CendR NRP1 mod 9 and SKN-1 inh 3.
Screening CCC(=O)NCCCCNC(=O)CC returned LMPTP inh -5.7, SUMO1 PPI mod -1, NadD inh -3, Neddylation inh inactive, Tb MetRS inh -1.4, Scp-1 inhibitor 0, DNMT1 block 0, STEP block 0, CendR NRP1 mod 33* and SKN-1 inh -12.
Cc1ccccc1C(=O)NNC(=O)CCc1ccccc1 was read as LMPTP inh -0.1, SUMO1 PPI mod 2, NadD inh -2, Neddylation inh inactive, Tb MetRS inh 1.0, Scp-1 inhibitor -3, DNMT1 block 1, STEP block -3, CendR NRP1 mod 1 and SKN-1 inh 5.
CCCNC(=O)CCn1c(=S)oc2ccccc21 was read as LMPTP inh -1.8, SUMO1 PPI mod -1, NadD inh -4, Neddylation inh inactive, Tb MetRS inh -0.2, Scp-1 inhibitor -7, DNMT1 block 1, STEP block -1, CendR NRP1 mod -10 and SKN-1 inh -1.
For N#C/C(=C\C=C\c1ccccc1)C(=O)NCc1cccnc1 the results were LMPTP inh -0.7, SUMO1 PPI mod -25, NadD inh -6, Neddylation inh inactive, Tb MetRS inh -0.6, Scp-1 inhibitor 0, DNMT1 block 2, STEP block 0, CendR NRP1 mod -12 and SKN-1 inh -3.
CCC1Nc2ncnc(N3CCCCC3)c2N(Cc2ccc(Cl)cc2)C1=O (stereo unspecified) was read as LMPTP inh 0.5&-0.8, SUMO1 PPI mod 1&7, NadD inh -3&-1, Neddylation inh inactive, Tb MetRS inh -0.3&-0.2, Scp-1 inhibitor 6, DNMT1 block -4&3, STEP block 0&-2, CendR NRP1 mod 11&9 and SKN-1 inh 17&2.
COCCNC(=O)c1ccc(C)c(NC(=O)C2=C(C)OCCS2)c1 was read as LMPTP inh 0.4, SUMO1 PPI mod 2, NadD inh -2, Neddylation inh inactive, Tb MetRS inh -0.7, Scp-1 inhibitor -9, DNMT1 block 2, STEP block -3, CendR NRP1 mod 0 and SKN-1 inh 11.
Screening COc1ccccc1C(CNC(=O)CN1C(=O)NC(C)(c2ccc3ccccc3c2)C1=O)N1CCCC1 (stereo unspecified) returned LMPTP inh 0.2, SUMO1 PPI mod -1, NadD inh 0, Neddylation inh inactive, Tb MetRS inh -0.2, Scp-1 inhibitor -8, DNMT1 block 0, STEP block 0, CendR NRP1 mod -7 and SKN-1 inh 0.
COc1ccc(-n2c3c(cc(C(=O)NCc4ccco4)c2=O)C(=O)CC(C)(C)C3)cc1 was read as LMPTP inh -0.4, SUMO1 PPI mod -2, NadD inh -2, Neddylation inh inactive, Tb MetRS inh 0.2, Scp-1 inhibitor -7, DNMT1 block -1, STEP block -2, CendR NRP1 mod -6 and SKN-1 inh 4.
Screening COc1cc(S(=O)(=O)N2CCC(O)(c3cccc(C(F)(F)F)c3)CC2)ccc1-n1cnnn1 returned LMPTP inh 0.7, SUMO1 PPI mod 2, NadD inh -2, Neddylation inh inactive, Tb MetRS inh 0.9, Scp-1 inhibitor -10, DNMT1 block -1, STEP block -14, CendR NRP1 mod 6 and SKN-1 inh -7.
For O=C(NCc1ccco1)c1ccc(Cl)cc1[N+](=O)[O-] the results were LMPTP inh -0.6, SUMO1 PPI mod -28, NadD inh -6, Neddylation inh inactive, Tb MetRS inh -0.1, Scp-1 inhibitor -11, DNMT1 block -2, STEP block 0, CendR NRP1 mod 5 and SKN-1 inh 4.
COc1ccc(N=C2S/C(=C\c3ccc(OC(C)C(=O)O)c(OC)c3)C(=O)N2CCc2c[nH]c3ccccc23)cc1 (stereo unspecified) was read as LMPTP inh 3.8, SUMO1 PPI mod 21, NadD inh 20, Neddylation inh inactive, Tb MetRS inh 0.6, Scp-1 inhibitor -4, DNMT1 block -19, STEP block 0, CendR NRP1 mod 1 and SKN-1 inh 3.
`Cc1cc(C)c2c(c1)C1C=CCC1C(c1ccc(S(=O)(=O)N3CCOCC3)cc1)N2` (stereo unspecified) gave LMPTP inh -1.5, SUMO1 PPI mod -4, NadD inh 12, Neddylation inh inactive, Tb MetRS inh -1.9, Scp-1 inhibitor -4, DNMT1 block -15, STEP block 0, CendR NRP1 mod -15 and SKN-1 inh 7.
For COc1cccc(-c2nn(-c3ccccc3)cc2C(=O)n2nnc3ccccc32)c1 the results were LMPTP inh 2.4, SUMO1 PPI mod 4, NadD inh 8, Neddylation inh inactive, Tb MetRS inh 0.3, Scp-1 inhibitor -11, DNMT1 block 3, STEP block -1, CendR NRP1 mod -1 and SKN-1 inh 8.

Of the compounds above, these contain bromine:
`COc1ccc(N=Nc2nc3ccc(Br)cc3n2C)cc1` gave LMPTP inh -2.5, SUMO1 PPI mod -24, NadD inh 7, Neddylation inh inactive, Tb MetRS inh 0.3, Scp-1 inhibitor -2, DNMT1 block 18, STEP block -7, CendR NRP1 mod 84 and SKN-1 inh -63.
`Cc1cc(=O)n2nc(N3CCCC(C(=O)NCc4cccc(Br)c4)C3)sc2n1` (stereo unspecified) gave LMPTP inh 0.6, SUMO1 PPI mod -1, NadD inh 6, Neddylation inh inactive, Tb MetRS inh 0.4, Scp-1 inhibitor -5, DNMT1 block 0, STEP block -1, CendR NRP1 mod 3 and SKN-1 inh 5.

Continued:
`CCOC(=O)C1CCN(Cc2coc3c(Cl)cc(Cl)cc3c2=O)CC1` gave LMPTP inh 0.4, SUMO1 PPI mod 2, NadD inh 4, Neddylation inh inactive, Tb MetRS inh -0.5, Scp-1 inhibitor 4, DNMT1 block 4, STEP block -3, CendR NRP1 mod -38 and SKN-1 inh 12.
For CN(CC1CCOCC1)C(=O)CC1C(=O)NCCN1Cc1ccc(F)c(F)c1 (stereo unspecified) the results were LMPTP inh -0.6, SUMO1 PPI mod -2, NadD inh -1, Neddylation inh inactive, Tb MetRS inh -0.5, Scp-1 inhibitor 2, DNMT1 block -2, STEP block -1, CendR NRP1 mod 5 and SKN-1 inh 13.
Cc1c(C(=O)NN)nn(-c2ccc(F)cc2)c(=O)c1C#N was read as LMPTP inh 0.1, SUMO1 PPI mod -39, NadD inh 0, Neddylation inh inactive, Tb MetRS inh -1.2, Scp-1 inhibitor -9, DNMT1 block -4, STEP block 0, CendR NRP1 mod 0 and SKN-1 inh 10.
Screening O=C(c1cc([N+](=O)[O-])ccc1N1CCOCC1)N1CCCCC1 returned LMPTP inh -2.5, SUMO1 PPI mod -14, NadD inh -7, Neddylation inh inactive, Tb MetRS inh 1.3, Scp-1 inhibitor -7, DNMT1 block 5, STEP block -4, CendR NRP1 mod -9 and SKN-1 inh 12.

Screens as filed in PubChem BioAssay.
